# From PubChem
# 14-3-3 PPI: 14-3-3 gamma protein interaction modulation; 160,000 compounds, 0.19% hits; inhibition, % at 40 µM; FP, 14-3-3gamma / TMR-pS259-Raf peptide binding; AID 422; P61981; in the data active means inhibition above about 30%;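 further: 0% = protein plus tracer without compound and 100% = blank with tracer alone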
# Target sequence (P61981 whole entry, looked up): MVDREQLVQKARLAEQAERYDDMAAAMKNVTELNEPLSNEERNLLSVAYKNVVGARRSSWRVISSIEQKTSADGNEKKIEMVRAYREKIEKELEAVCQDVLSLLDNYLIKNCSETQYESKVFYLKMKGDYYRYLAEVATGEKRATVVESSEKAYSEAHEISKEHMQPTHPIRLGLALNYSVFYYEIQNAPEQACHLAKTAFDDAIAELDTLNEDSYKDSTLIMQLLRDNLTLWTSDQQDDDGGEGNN
# Starred values were filed as active, the others as inactive; & = joins results of further samples.
SMILES,14-3-3 PPI
Cc1ccc(-c2cn(-c3ccc(F)cc3)c(=S)[nH]2)cc1,1.0
CCN(C(=O)c1cc2cc3cc(OC)ccc3nc2s1)c1ccc(F)cc1,-10.2
C=CCOC(=O)Nc1c(C(=O)OC)[nH]c2ccccc12,-4.3
Cc1cc(=O)oc2c1c(C)nn2-c1ccc(Cl)cc1,-186.7
COc1ccc(CNC(=O)c2cccc3c2C(=O)N(c2ccc(OC)cc2)C3)cc1,-59.0
COc1ccc(C(=O)Nc2ccc(S(=O)(=O)N3CCCCC3C)cc2)c(OC)c1OC (centres undefined),3.2&-0.3
COc1ccc(-c2nc3n(n2)C(=O)CC(c2ccc(Cl)cc2)S3)cc1 (centres undefined),-5.2
O=C(Nc1ccc(F)cc1F)c1ccc(COc2c(F)c(F)cc(F)c2F)o1,-14.7
CCC(C(=O)NCc1ccccc1OC)N1C(=O)CSc2ccc(C(C)(C)C)cc21 (centres undefined),-1.4
O=C(COc1ccccc1)Nc1cccc(-c2nnc(-c3ccco3)o2)c1,-8.5
CC(C)(C)c1ccc(-c2cc3nc4c(c(=O)n3[nH]2)CCCC4)cc1,-5.9
CCOc1ccc(N2C(=O)C(N3C(=O)c4ccccc4C3=O)C2c2cc(OC)c(OC)c(OC)c2)cc1 (centres undefined),4.6
CCC(=O)N1CCc2cc(S(=O)(=O)CCC(=O)Nc3nc4ccc(OC)cc4s3)ccc21,-5.8
Cc1ccc2cccc(S(=O)(=O)n3nc(C)cc3C)c2n1,12.2
O=C(NCCN1CCOCC1)c1ccc(CS(=O)(=O)c2ccc(Br)cc2)o1,5.4
Cc1ccnc(Nc2nc(-c3ccc(F)c(C)c3)cs2)c1,6.3
O=C(CSc1nc2sc3c(c2c(=O)[nH]1)CCCC3)N1CCCCC1,-22.8
CCN(CC(=O)Nc1ccc2c(c1)OCCO2)Cc1cc(=O)oc2cc(C)c(C)cc12,-6.9
Cc1cccc(Cn2c(=O)n(CCCC(=O)NCc3ccco3)c(=O)c3sccc32)c1,-8.3
COc1cc(-c2nc3ccccn3c2N=Cc2cn[nH]c2-c2ccc(F)cc2)ccc1O,-4.1
Cc1nc2ccc(S(=O)(=O)NCC(=O)N3CCCCC3)cc2s1,-3.9
CCc1c(C)nc(N)n2c(SCC(=O)N3CCN(c4ccccc4F)CC3)nnc12,-5.7
CCCCCCC1C(C#N)=C(N)OC2=C1C(=O)CCC2 (centres undefined),-3.4
CC(C)OC(=O)C1C(=O)CC(C)(O)C(C(=O)OC(C)C)C1c1ccc(Br)cc1 (centres undefined),5.5
CC#CCN(CC#CC)S(=O)(=O)c1ccc(-n2cnnn2)c(OC)c1,-6.2
CCCc1cc(=O)[nH]c(/N=C(/NC(=O)C(C)N2C(=O)c3ccccc3C2=O)Nc2ccccc2)n1 (centres undefined),-2.9
O=C(Cn1cnc2sc3c(c2c1=O)CCCC3)NCC(=O)Nc1ccccn1,-4.7
Cn1c(CCN2CCOCC2)nc2cc(NC(=O)COc3ccc(Cl)cc3)ccc21,-7.6
C=CCOc1cccc(C(Nc2cc(C)ccn2)c2ccc3ccc(C)nc3c2O)c1 (centres undefined),-19.2
CCOC(=O)C1=C(C)NC(C)=C(C(=O)OCC)C1C(=O)OCC(=O)N1CCc2ccccc21,1.2
Nc1c(C(=O)Nc2ccc(C(F)(F)F)cc2)sc2nc(-c3ccncc3)ccc12,-36.2
CC1CC(=O)Nc2ccc(N)cc2N1C (centres undefined),-1.6
CCCCN1CCc2c([nH]c3ccc(C)cc23)C1=O,-0.5
O=C(Nc1cc(C(F)(F)F)cc2nsnc12)c1sc2ccccc2c1Cl,-0.5
CN(CCOC(=O)c1cccc(Br)c1)C(C)(C)C,-1.3
CCOC(=O)c1[nH]c2ccccc2c1N=CN(CC)CC,-0.8
O=C(O)c1ccc(S(=O)(=O)c2ccccc2C(=O)O)c([N+](=O)[O-])c1,-4.4
CC1=C(C(=O)Nc2cc(C)ccn2)C(c2cccc([N+](=O)[O-])c2)C2=C(CC(C)(C)CC2=O)N1 (centres undefined),-0.6
O=C(Nc1nnc(SCc2ccc(Cl)cc2)s1)c1ccco1,-4.8
O=C1CN(C(=O)c2ccc3c(c2)OCO3)C(c2ccc(F)cc2)c2cc(Cl)ccc2N1 (centres undefined),12.8

# Fetched by structure from the entries so far, five records:
SMILES,14-3-3 PPI
CCCc1cc(=O)[nH]c(/N=C(/NC(=O)C(C)N2C(=O)c3ccccc3C2=O)Nc2ccccc2)n1 (centres undefined),-2.9
Cc1nc2ccc(S(=O)(=O)NCC(=O)N3CCCCC3)cc2s1,-3.9
CC(C)OC(=O)C1C(=O)CC(C)(O)C(C(=O)OC(C)C)C1c1ccc(Br)cc1 (centres undefined),5.5
CCOC(=O)C1=C(C)NC(C)=C(C(=O)OCC)C1C(=O)OCC(=O)N1CCc2ccccc21,1.2
CCCCN1CCc2c([nH]c3ccc(C)cc23)C1=O,-0.5

# Next section:
SMILES,14-3-3 PPI
Cc1cc(C(=O)N2CCCC2C(=O)O)c(C)o1 (centres undefined),1.9
Cc1ccc(NC(=O)c2c(C)nc3sc(C(=O)NCCc4ccccc4)c(N)c3c2-c2cccs2)c(C)c1,-9.7
O=C(NC1CCCCCCC1)c1ccc(N2CCCC2=O)cc1,0.0
CC(=O)c1ccc(NC(=NS(=O)(=O)c2ccccc2)c2ccc(F)cc2)cc1,-6.9
COc1cccc(NC(=O)c2cn(CC(C)C)c(=O)c3c2c2ccccc2n3C)c1,-1.7
Cc1cc(C)c(NC(=O)c2cccnc2)c(C)c1,-3.2
CCc1ccc2c(c1)S(=O)(=O)C(C(F)(F)F)CO2 (centres undefined),-7.0
CCc1c(C)nc2c(Br)cccc2c1Cl,0.5
CNc1nc2c(c(=O)[nH]c(=O)n2C)n1CC(C)C,-4.5
COc1ccc(-n2nc(C(=O)NCC(=O)N(C)Cc3ccccc3)c3ccccc3c2=O)cc1,-7.0
O=C(CSc1nnc(-c2ccccc2)o1)Nn1cnnc1,-6.0
CCOC(=O)c1cccc(C(=O)Nc2ccc(Cl)cn2)n1,-0.9
CCc1c(O)nc(SCC(=O)N2CCCCCC2)[nH]c1=O,-0.2
COc1cccc(-n2c(CN3CCN(Cc4ccccc4)CC3)nc3ccc([N+](=O)[O-])cc3c2=O)c1,4.2
O=C1NCCCN1Cc1cccc(Cl)c1,-3.1
CCOCCOC(=O)c1cccc(NC(=O)OCC)c1,0.7
CCn1nnc(-c2ccccc2NS(=O)(=O)c2ccc(S(=O)(=O)N3CCCCCC3)cc2)n1,0.8
O=C1OC(Nc2ccc(F)cc2F)c2ccccc21 (centres undefined),-5.0
COc1cc2[nH]c(=O)n(CCCCCC(=O)N3CCN(c4ccccn4)CC3)c(=O)c2cc1OC,4.2
CCC(C(=O)Nc1c(C)n(C)n(-c2ccccc2)c1=O)c1ccccc1 (centres undefined),-8.1

# Arranged by value in 14-3-3 PPI (high to low): 3 from the list above.
SMILES,14-3-3 PPI
CCc1c(O)nc(SCC(=O)N2CCCCCC2)[nH]c1=O,-0.2
CC(=O)c1ccc(NC(=NS(=O)(=O)c2ccccc2)c2ccc(F)cc2)cc1,-6.9
CCC(C(=O)Nc1c(C)n(C)n(-c2ccccc2)c1=O)c1ccccc1 (centres undefined),-8.1

# Next section.
SMILES,14-3-3 PPI
N#Cc1cc2c(nc1SCC(=O)c1ccc(Cl)cc1)CCCC2,-8.1
O=C(CSc1nccn1-c1ccccc1)Nc1cccc(F)c1,1.2
Oc1cccc2ccc(C=Cc3ccc(Cl)cc3)nc12,-5.5
Cc1ccc(CNc2ccc(C(=O)O)cc2)cc1,0.0
CC12CC3(C)CC(N)(C1)CC(O)(C2)C3,-4.0
CC(=O)Nc1c2c(nn1-c1cccc(C)c1C)CSC2,3.5
CCOC(=O)c1ccccc1NC1CC(=O)N(c2ccccc2C)C1=O (centres undefined),-6.9
Cc1ccc2nc(-c3cc4ccccc4o3)cc(C(=O)O)c2c1,-28.0
O=C(CNS(=O)(=O)c1ccc(F)cc1)N1CCN(c2ccccc2)CC1,7.7
COC(=O)c1ccccc1NC(=O)CN1CCC(NC(=O)c2ccc(C)cc2)CC1,1.0
COc1cc2c(=O)n(-c3ccc(C)cc3)c(=O)n(CC(=O)Nc3cccc(Cl)c3)c2cc1OC,-0.8
Cc1noc(C)c1CSc1nnc2scc(-c3ccccc3)n12,0.2
Cc1ccc(-c2csc3[nH]c(=S)n(Cc4ccccc4)c(=O)c23)cc1,-31.7
CC(C)(C)c1ccc(C(=O)Nc2ccc(-c3noc(-c4cccc([N+](=O)[O-])c4)n3)cc2)cc1,-5.5
O=C(O)C(Cc1ccccc1)N1C(=O)C2C3C=CC(C4CC34)C2C1=O (centres undefined),6.0
COC(=O)c1sc(N2C(=O)C(=O)/C(=C(/O)c3ccc(Cl)cc3)C2c2ccc(C(C)C)cc2)nc1C (centres undefined),-24.3
CCc1ccc(NC(=O)Cn2cnc3sc(C)c(S(=O)(=O)N4CCN(c5ccccc5OC)CC4)c3c2=O)cc1,-28.6
CCOC(=O)c1c(C)[nH]c(C(=O)COC(=O)c2ccc(N3CCCC3=O)cc2)c1C,-1.7
Cc1ccc(Nc2c(-c3ccc(C)o3)nc3ccc(Cl)cn23)cc1,-15.4
Cc1cc(C)c2c(N)c(S(=O)Cc3ccc(Cl)cc3)sc2n1 (centres undefined),-3.6
Cc1[nH]c2ccccc2c1N=CN(C)C,-0.3
CC(=O)NCc1nc2ccccc2n1CC(C)C,-5.9
O=[N+]([O-])c1ccc(S(=O)(=O)Nc2ccc(NS(=O)(=O)c3ccccc3)cc2Cl)cc1,6.7
Cc1cc(-c2n[nH]c(=S)n2CC2CCCO2)cs1 (centres undefined),-12.9
CC(C)c1ccc(-c2csc(NC(=O)c3ccc(S(=O)(=O)N(C)c4ccccc4)cc3)n2)cc1,-9.7
O=C(Nc1ccccc1C(F)(F)F)c1cc2nc(-c3cccs3)cc(C(F)(F)Cl)n2n1,-13.7
CCCC12CN3CC(C)(CN(C1)C3c1ccccc1Cl)C2=O (centres undefined),0.0
CCN(CC)C(=O)c1ccc2c(=O)n(C3CCCCC3)c(SCC(=O)c3ccccc3)nc2c1,-3.1
O=C1C(Nc2ccccc2)=CC(c2ccc(Br)cc2)N1c1ccccc1 (centres undefined),-0.9
COc1cc2ccc(=O)oc2c(O)c1OCC=C(C)C,-10.5
O=C(Nc1cccc(F)c1)c1cc(S(=O)(=O)NCCC2=CCCCC2)ccc1F,-5.5
N#Cc1ccc(NC(=O)N2CCC(c3nc4c(nnn4Cc4cccc(Cl)c4)c(=O)[nH]3)CC2)cc1,-21.1
COc1ccc(C)cc1NC(=O)CN(C)S(=O)(=O)c1cccs1,-14.9
CC(=O)CC(C)(C)NC(=O)c1cc(Cl)nc(Cl)c1,1.9
Cn1c(SCC(=O)N2CCCc3ccccc32)nnc1-c1ccccc1,-9.6
COc1ccc(C(=O)NC2(C(F)(F)F)N=C3SCCN3C2=O)cc1 (centres undefined),-46.7
CCc1sc(-c2cc3ccc(O)cc3oc2=O)nc1-c1ccc(C)cc1,-43.6
O=C(Nc1cc2c(ccc3ccccc32)oc1=O)C1CCCCC1,7.8
COCCCNC(=O)c1cc(Nc2cc(C)cc(C)c2)nc2ccccc12,-9.9
Cc1ccc2c(c1)NC(=O)C(CC(=O)Nc1ccc(CN3CCC(C)CC3)cc1)O2 (centres undefined),-6.3
Cc1c(C(=O)Nc2cc(C(F)(F)F)ccc2Cl)cccc1[N+](=O)[O-],-9.1
COCCN(C(=O)C(F)(F)F)C(C(=O)NC1CCCCC1)c1ccco1 (centres undefined),-1.2
OC(CN1CCN(C2c3ccccc3-c3ccccc32)CC1)Cn1c2ccccc2c2ccccc21 (centres undefined),4.8
CCCNCC(O)COc1ccccc1C(=O)CCc1ccccc1 (centres undefined),1.4&-1.4
Nc1ncnc2oc(-c3ccco3)c(-c3ccco3)c12,-16.1
CC(=O)OC(Cn1ccnc1)c1ccccc1 (centres undefined),-0.4
CC(C)c1ccc(OCc2nc(-c3ccccc3)no2)c(Br)c1,2.0
O=C(CSc1nnc(-c2ccccc2)o1)c1ccc(Br)cc1,-5.3
O=CNC1CCCc2c1[nH]c1ccc(C(F)(F)F)cc21 (centres undefined),-2.3
O=[N+]([O-])c1ccc(Sc2nc3ccccc3[nH]2)c(Cl)c1,-3.3
Cc1nn(CC(O)COC(c2ccccc2)c2ccccc2)c(C)c1Br (centres undefined),7.8
COc1ccc(NC(=O)C2c3ccccc3C(=O)N(C)C2c2c[nH]c3ccccc23)cc1Cl (centres undefined),2.8
COc1ccc(-n2c(=O)c3c4c(sc3n(Cc3cc(=O)n5ccccc5n3)c2=O)CCCC4)c(OC)c1,-3.9
CCC(C)NC(=O)c1ccc2c(=O)n(CCC3=CCCCC3)c(=O)[nH]c2c1 (centres undefined),-10.7
Cn1c2ccccc2c2c(C(=O)N3CCOCC3)cn(C3CCCCC3)c(=O)c21,-0.3
CC(C)c1ccc2sc3ccccc3c(=O)c2c1,0.7
O=C(OCC(=O)N1CCCc2ccccc21)c1ccc(Br)o1,-4.2
COc1ccccc1N1CCN(CC(=O)Nc2ccc(C)c(F)c2)CC1,0.2
CCn1nc(C)c(NC(=O)CSc2nnc(-c3ccco3)n2C)c1C,2.4
CNC(=O)CSc1nnc(CCc2ccccc2)n1-c1ccccc1,1.1

# Seven entries out of the list, ordered by length of the SMILES, highest first.
SMILES,14-3-3 PPI
OC(CN1CCN(C2c3ccccc3-c3ccccc32)CC1)Cn1c2ccccc2c2ccccc21 (centres undefined),4.8
O=[N+]([O-])c1ccc(Sc2nc3ccccc3[nH]2)c(Cl)c1,-3.3
Cc1nn(CC(O)COC(c2ccccc2)c2ccccc2)c(C)c1Br (centres undefined),7.8
O=C(CSc1nnc(-c2ccccc2)o1)c1ccc(Br)cc1,-5.3
CCCNCC(O)COc1ccccc1C(=O)CCc1ccccc1 (centres undefined),1.4&-1.4
CC(C)c1ccc2sc3ccccc3c(=O)c2c1,0.7
CC(=O)OC(Cn1ccnc1)c1ccccc1 (centres undefined),-0.4

# (more compounds)
SMILES,14-3-3 PPI
CCC(SC1=Nc2ccccc2C2=NC(c3ccccc3)C(=O)N12)C(=O)NC1CCCCC1 (centres undefined),-21.1
COc1ccc(NC(=O)Nc2ccccc2C)c(OC)c1,-7.1
Oc1ccc(C2Nc3ccccc3-c3nnc(SCc4ccccc4)nc3O2)cc1O (centres undefined),-23.7
Cc1nc(SCc2c(F)cccc2Cl)n[nH]1,-0.4
O=C(NCC1CCCO1)Nc1cccc(Cl)c1 (centres undefined),-2.5&-2.0

# A portion of the library, so the mix of outcomes need not match the whole.
